M4 PAM – positive allosteric modulators of human muscarinic M4 receptor; CHO-K1 hM4/Gqi5, Fluo-8 calcium fluorescence, ACh EC20; 0% = ACh EC20, 100% = maximal ACh; activation, % at 3 µM; hit rate 0.4% among 360,000; P08173;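 active means activation above its plate's cutoff, the mean activation of sample wells plus 3 SD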; further: some results filed as inactive read as strong as hits
Target sequence (P08173 whole entry, looked up): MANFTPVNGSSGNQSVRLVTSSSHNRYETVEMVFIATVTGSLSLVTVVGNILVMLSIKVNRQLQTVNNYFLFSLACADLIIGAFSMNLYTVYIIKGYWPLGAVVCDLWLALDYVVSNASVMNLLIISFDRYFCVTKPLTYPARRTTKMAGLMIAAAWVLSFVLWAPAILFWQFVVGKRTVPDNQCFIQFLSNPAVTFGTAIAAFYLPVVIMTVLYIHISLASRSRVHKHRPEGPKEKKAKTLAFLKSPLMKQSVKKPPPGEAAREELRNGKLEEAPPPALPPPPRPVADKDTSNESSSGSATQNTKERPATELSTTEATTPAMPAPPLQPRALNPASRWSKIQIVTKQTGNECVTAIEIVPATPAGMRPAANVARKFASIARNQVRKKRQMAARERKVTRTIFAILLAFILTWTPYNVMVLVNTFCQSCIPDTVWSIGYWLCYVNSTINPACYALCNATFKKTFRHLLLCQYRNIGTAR
CRFR2-BP ag – agonists of human CRF-binding protein/CRF-R2 receptor complex. HEK293 CRF-R2/CRF-BP, calcium dye fluorescence (FLIPR); percent of saturating CRF peptide response. activation, % at 13.2 µM. hit rate 0.46% among 350,000;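 active means activation of at least 50%, plus an integration ratio under a set limit after plate pattern correction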;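 further: plate controls were neutral control wells without compound for no effect and CRF at EC100 for full effect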
IDE cell inh – cellular human IDE inhibition. HEK cells, FAbetaB cleavage, fluorescence polarization. hit rate 0.41% among 320,000. inhibition, % at 5.59 µM;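 active means percent inhibition above the average of all tested compounds plus 3 SD, set per screening campaign, cut at about 16% in these data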;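 further: IDE supplied by intact live HEK cells; FP after avidin binding of uncleaved biotin substrate so inhibition keeps polarization high; 0% = DMSO wells and 100% = 60 µM reference IDE inhibitor Ii1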
p-CIP stab down – lowers stability of the mouse p/CIP coactivator protein | F442A p/CIP-EGFP cells, EGFP fluorescence, 16 h | decrease of EGFP signal, % at 10 µM | hit rate 0.01% among 290,000 | Q05BA5;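 active means EGFP signal decrease of at least 30% at 10 µM or well 3 SD below plate mean, unless failing retest; inactive means the rest, including hits failing retest or dose response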; further: some compounds called inactive have numbers as strong as hits; many of its hits are not listed in these tables
PHOSPHO1 block – inhibitors of human PHOSPHO1 phosphatase; Q8TCT1; recombinant PHOSPHO1, absorbance phosphatase assay; inhibition, % at 13.3 µM; hit rate 1.1% among 290,000; AID 1565; in the data active means inhibition above about 60%
Target sequence (Q8TCT1 whole entry, looked up): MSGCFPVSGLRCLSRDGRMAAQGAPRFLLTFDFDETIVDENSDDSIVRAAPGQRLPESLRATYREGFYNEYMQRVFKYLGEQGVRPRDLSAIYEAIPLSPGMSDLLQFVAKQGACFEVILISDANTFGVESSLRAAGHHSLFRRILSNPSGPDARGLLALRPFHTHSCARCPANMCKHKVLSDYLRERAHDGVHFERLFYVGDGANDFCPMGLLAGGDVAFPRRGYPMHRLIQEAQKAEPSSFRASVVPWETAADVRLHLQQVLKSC
IDE cell activ – boosts human insulin-degrading enzyme activity in HEK cells | P14735 | FAbeta-B cleavage, fluorescence polarization; 0% vehicle, 100% cell-free pure enzyme wells | activation, % at 5.96 µM | hit rate 0.073% among 340,000;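 active means activation above the mean of all tested compounds plus 3 SD, set per screening campaign, cut at about 17% in these data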
GalR3 antagonist – antagonists of human GalR3. O60755. AID 651719. HEK293 GalR3-CNG cAMP membrane potential fluorescence; galR3 body fused to GalR1 C-terminus. inhibition, % at 3 µM. hit rate 0.44% among 360,000;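 active means inhibition above the screen-wide average plus 3 SD, cut at about 13% in these data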;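 further: forskolin and galanin both at EC90 stimulate the cells; cAMP rise reported by CNG channel membrane potential dye signal; 0% = forskolin plus galanin with DMSO and 100% = forskolin alone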
Target sequence (O60755 1-299 limits assumed): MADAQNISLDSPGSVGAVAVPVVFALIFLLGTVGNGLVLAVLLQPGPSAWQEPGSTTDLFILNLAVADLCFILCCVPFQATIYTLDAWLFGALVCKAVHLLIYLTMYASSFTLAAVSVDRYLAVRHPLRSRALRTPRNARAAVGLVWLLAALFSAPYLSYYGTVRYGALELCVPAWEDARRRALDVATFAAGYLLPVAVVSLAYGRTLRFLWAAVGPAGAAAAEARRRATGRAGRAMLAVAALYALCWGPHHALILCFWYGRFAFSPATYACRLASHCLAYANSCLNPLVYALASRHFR
CRFBP-R2 block – CRF-BP/CRF-R2 complex antagonism. HEK293 CRF-R2/CRF-BP, CRF-induced calcium fluorescence. inhibition, % at 11.8 µM. hit rate 0.59% among 350,000. AID 588475;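 active means inhibition of the ligand-induced calcium signal above about 50% at the single tested concentration, limit read from the data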
MEKK3 PB1 HTS – MEKK3-MEK5 PB1 interaction, increase or decrease; bead-based flow cytometry, Alexa488-MEK5 binding to MEKK3; actives lie on both sides; 0 = blocked by unlabeled MEK5, 100 = vehicle; binding response (% of control), % at 10 µM; hit rate 1.4% among 290,000; AID 1529;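 active means binding response more than 3 SD above or below the average of its plate-row segment, actives on both sides; inconclusive means wells at one plate position flagged as instrument error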;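 further: Alexa488 bead fluorescence after subtracting the streptavidin-only scavenger bead signal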
* hit, by the source's call; ? = inconclusive; . = not tested or not shown.

SMILES | M4 PAM | CRFR2-BP ag | IDE cell inh | p-CIP stab down | PHOSPHO1 block | IDE cell activ | GalR3 antagonist | CRFBP-R2 block | MEKK3 PB1 HTS
O=C(NC1CCCC1)C(c1ccc(F)cc1)N(Cc1ccc(F)cc1)C(=O)c1ccn[nH]1 (stereo unspecified) | -12 | 0.1 | -6 | -1 | 37 | -2 | -2 | -4 | 104
COCCn1c(SC(C)C(=O)NC2CC2)nnc1-c1cccc(C)c1 (stereo unspecified) | 5 | -0.1 | 4 | . | . | -2 | -4 | 8 | .
O=C(NNC(=O)c1cccc(S(=O)(=O)Nc2ccccc2F)c1)c1ccncc1 | 7 | 4.3 | . | . | . | . | -4 | -38 | .
Cc1sc2nc(CSc3nnnn3-c3ccc(Cl)cc3)[nH]c(=O)c2c1C | -4 | 40 | -4 | 5 | 3 | 4 | -9 | -92 | 90
CCCCn1nc2cc(C(=O)NCC3CC3)ccc2c1OCC | 9 | -1.1 | 2 | -10 | 34 | -7 | -1 | 6 | 103
O=C(CSCc1c(F)cccc1Cl)Nc1ccccc1C(=O)N1CCOCC1 | 8 | 1.4 | -7 | -7 | 23 | -2 | 2 | 18 | 100
CC1CCN(S(=O)(=O)N2CCC(C(=O)NC3CCCC3)CC2)CC1 | 2 | -1.5 | 2 | 4 | 3 | 2 | -3 | -7 | 96
CCOC(=O)C(NC(=O)c1ccc(OC)cc1)(N1CCOCC1)C(F)(F)F (stereo unspecified) | 4 | -0.8 | 1 | -2 | -3 | 6 | -6 | 14 | ?
COc1ccccc1C(=O)NCCC(=O)N1CCN(S(=O)(=O)c2cccc(Cl)c2)CC1 | 4 | 0.7 | 1 | . | . | 1 | -3 | -9 | .
CC(=O)N1N=C(c2ccco2)CC1c1ccc(Cl)o1 (stereo unspecified) | -5 | -1.1 | 8 | -6 | 1 | 0 | -1 | 6 | 98
Cc1cc(C)nc(NC(=O)c2cccc([N+](=O)[O-])c2C)n1 | 9 | -2.5 | 2 | -19 | -8 | -2 | -1 | -16 | 102
CCCCCn1c(=O)[nH]c2cc(C(=O)NC3CCN(Cc4ccccc4)CC3)ccc2c1=O | 12 | 3.2 | -1 | . | . | 11 | -9 | 2 | .
COCC(=O)Nc1cc([N+](=O)[O-])ccc1C | 11 | -0.6 | 1 | -1 | 45 | 5 | 2 | 5 | 101
Cc1cccc(CCNC(=O)CCc2nnc(CCc3ccccc3)o2)n1 | 7 | 0.9 | -2 | -18 | 35 | 2 | -3 | -7 | 96
Cn1nnnc1SCC(=O)Nc1ccc(Br)cc1Cl | 0 | -1.9 | 4 | 4 | -3 | 2 | -2 | 19 | 102
CCCCCCCCCCOC(=O)Cn1c(COc2cccc(C)c2)[n+](C)c2ccccc21 | -13 | 3.5 | -10 | 7 | 24 | 16 | -6 | -2 | 123*
CCOC(=O)[C@@H]1[C@H]2COc3ccc(Br)cc3[C@@H]2N2C(=O)N(c3ccc(F)cc3)C(=O)[C@]12C | 8 | 0.3 | -4 | -18 | 4 | 5 | -8 | 0 | 101
Cc1ccc(NC(=O)CN2C(=O)CSC2=O)cc1 | 2 | -1.3 | 0 | 2 | 3 | 8 | -6 | 31 | 107
CN(C)c1cccc2c1c(NC(=O)c1ccc(Cl)cc1)nn2C | -10 | -0.9 | 0 | 5 | 10 | 11 | -3 | 0 | 96
COc1ccc(NC(=O)CC2SC(=NCc3ccccc3OC)NC2=O)cc1 (stereo unspecified) | 6 | -2.7 | 9 | -2 | -7 | -1 | 1 | 7 | 101
N#CCCS(=O)(=O)c1ccc(N)cc1 | -4 | 5.4 | -8 | 18 | 9 | 7 | -2 | -1 | 103
CCOC(=O)c1ccccc1OCc1cc(/C=N/NC(=O)c2ccncc2)ccc1OC | -11 | -2.3 | 3 | 6 | 20 | -8 | -4 | 12 | 98
COc1cc2c(cc1OC)CN(C(=O)c1cc(COc3ccccc3SC)on1)CC2 | -8 | -0.4 | . | . | . | . | -7 | 7 | .
N#CC1=C(N)OC2=C(C(=O)CCC2)C1c1ccoc1 (stereo unspecified) | 9 | -0.7 | 3 | 1 | 26 | . | 3 | 4 | 102

Taken from the results shown for reference:
SMILES | M4 PAM | CRFR2-BP ag | IDE cell inh | p-CIP stab down | PHOSPHO1 block | IDE cell activ | GalR3 antagonist | CRFBP-R2 block | MEKK3 PB1 HTS
Cc1cccc(CCNC(=O)CCc2nnc(CCc3ccccc3)o2)n1 | 7 | 0.9 | -2 | -18 | 35 | 2 | -3 | -7 | 96
Cn1nnnc1SCC(=O)Nc1ccc(Br)cc1Cl | 0 | -1.9 | 4 | 4 | -3 | 2 | -2 | 19 | 102
CCCCCCCCCCOC(=O)Cn1c(COc2cccc(C)c2)[n+](C)c2ccccc21 | -13 | 3.5 | -10 | 7 | 24 | 16 | -6 | -2 | 123*
CCOC(=O)[C@@H]1[C@H]2COc3ccc(Br)cc3[C@@H]2N2C(=O)N(c3ccc(F)cc3)C(=O)[C@]12C | 8 | 0.3 | -4 | -18 | 4 | 5 | -8 | 0 | 101
Cc1ccc(NC(=O)CN2C(=O)CSC2=O)cc1 | 2 | -1.3 | 0 | 2 | 3 | 8 | -6 | 31 | 107
CN(C)c1cccc2c1c(NC(=O)c1ccc(Cl)cc1)nn2C | -10 | -0.9 | 0 | 5 | 10 | 11 | -3 | 0 | 96
COc1ccc(NC(=O)CC2SC(=NCc3ccccc3OC)NC2=O)cc1 (stereo unspecified) | 6 | -2.7 | 9 | -2 | -7 | -1 | 1 | 7 | 101
N#CCCS(=O)(=O)c1ccc(N)cc1 | -4 | 5.4 | -8 | 18 | 9 | 7 | -2 | -1 | 103
CCOC(=O)c1ccccc1OCc1cc(/C=N/NC(=O)c2ccncc2)ccc1OC | -11 | -2.3 | 3 | 6 | 20 | -8 | -4 | 12 | 98
COc1cc2c(cc1OC)CN(C(=O)c1cc(COc3ccccc3SC)on1)CC2 | -8 | -0.4 | . | . | . | . | -7 | 7 | .
N#CC1=C(N)OC2=C(C(=O)CCC2)C1c1ccoc1 (stereo unspecified) | 9 | -0.7 | 3 | 1 | 26 | . | 3 | 4 | 102

New compounds follow:
SMILES | M4 PAM | CRFR2-BP ag | IDE cell inh | p-CIP stab down | PHOSPHO1 block | IDE cell activ | GalR3 antagonist | CRFBP-R2 block | MEKK3 PB1 HTS
CC(C)OCCCn1c(-c2ccc(Br)cc2)c[nH]c1=S | -4 | 0.6 | 8 | -12 | 36 | 3 | -2 | -6 | 109
Clc1cccc(-c2nc(NCCCN3CCOCC3)c3ccccc3n2)c1 | -11 | -0.2 | -4 | -18 | 47 | 6 | 2 | -12 | 103
CC(C)(C)c1nc2c(s1)CCc1onc(-c3ccc(Br)cc3)c1-2 | 12 | 2.1 | 0 | . | . | -1 | -4 | 9 | 102
Cc1cc(C(F)(F)F)nc(NCc2ccc(F)cc2)n1 | -9 | -3.8 | 3 | -3 | 5 | 5 | -4 | 23 | 101
O=C(Nc1cccc(C(F)(F)F)c1)C1CCCN(c2ncccn2)C1 (stereo unspecified) | -9 | 0.5 | 0 | -22 | 1 | 0 | 0 | -11 | 93
O=c1[nH]c2ccccc2nc1C(Nc1ccccc1)c1ccccc1 (stereo unspecified) | 2 | -2.2 | 2 | -4 | 25 | 8 | -4 | -19 | 93
O=C(CSc1nc(-c2ccccc2)cs1)Nc1ccccc1[N+](=O)[O-] | -5 | -1.9 | -1 | -4 | -22 | -1 | -4 | 10 | 106
O=C(CC1SC(=Nc2cccc3ccccc23)N(Cc2ccccn2)C1=O)Nc1ccccc1Br (stereo unspecified) | 9 | 7.7 | 11 | -4 | -23 | 8 | 3 | -46 | 104
O=C(Nc1cccc(C(F)(F)F)c1)Nn1cnnc1 | -1 | -1.9 | . | -2 | 31 | 0 | -2 | -1 | 100
Cc1cccc(N2C(=O)CC(Cn3nc(C)cc3C)C2=O)c1 (stereo unspecified) | -6 | 2.9 | 0 | -14 | 24 | 8 | -3 | 4 | 100
CCOc1ccc(N(Cc2cc3cc(C)ccc3[nH]c2=O)C(=O)COC)cc1 | -5 | 0.2 | 0 | -1 | 25 | 3 | -8 | 1 | 104
Cc1cc(C(=O)CN2C(=O)C(=O)N(Cc3ccccc3)C2=O)c(C)n1-c1ccc2c(c1)OCCO2 | 1 | 1.5 | 2 | -6 | 11 | 5 | -4 | 0 | 97
COc1ccc2nc(NC(=O)c3cnccn3)sc2c1 | 6 | -0.5 | -3 | -6 | 18 | 2 | 4 | -14 | 102
CC12CCC(C(=O)NCc3ccc4c(c3)OCO4)(OC1=O)C2(C)C (stereo unspecified) | 5 | 0.7 | -1 | -20 | -2 | 2 | 5 | -4 | 117
CCCCN1C(=O)c2ccc(C(=O)N(C)CC(=O)Nc3ccc(OCC)c(OCC)c3)cc2C1=O | 1 | -2.2 | -3 | . | . | -1 | -5 | 1 | .
O=C1CCCc2ccccc2N1Cc1ccccc1 | 0 | -1.1 | 1 | -7 | 26 | 0 | -2 | 0 | 101
O=c1cc(N2CCN(c3ccccc3)CC2)[nH]c(=O)n1-c1ccccc1 | 12 | -3.0 | 1 | 13 | 8 | -1 | . | 21 | 104
CN(Cc1nc(-c2ccncc2)no1)S(=O)(=O)c1ccc(Br)cc1 | -13 | -2.6 | 7 | -13 | 14 | -5 | -4 | 25 | 113
C=CCn1c(=O)c(C(=O)Nc2ccc(C)cc2)c(O)c2ccccc21 | -5 | -0.5 | -1 | 0 | 36 | -3 | -7 | -5 | 103
Cc1ccc2c(c1)N(CC(=O)N1CCCCC1)C(=O)C(C)O2 (stereo unspecified) | 7 | 0.5 | 5 | -2 | 2 | -1 | 9 | 4 | 102
Cc1cc(C2=NNC(=NC3CC3)SC2)c(C)n1Cc1ccco1 | -4 | 2.4 | 0 | 4 | 8 | 4 | 1 | 2 | 99
O=[N+]([O-])c1ccc2nc(-c3ccccc3)n(OCc3ccc(Cl)cc3)c2c1 | -1 | -0.1 | 5 | -2 | 14 | 3 | -5 | 6 | 104
Cn1cccc1CNCC(O)c1ccccc1 (stereo unspecified) | -6 | 0.4 | 1 | -5 | 40 | 0 | -5 | 8 | 100
CCN(CCCNC(=O)CNC(=O)c1nn(-c2ccc(OC)cc2OC)c(=O)c2ccccc12)c1cccc(C)c1 | 3 | 1.2 | 3 | -8 | 48 | 4 | 0 | 10 | 104
COC(=O)c1ccccc1S(=O)(=O)N1CCC(c2nc3ccccc3o2)CC1 | -5 | -0.7 | 0 | -2 | -16 | 1 | -5 | 14 | 86
CCCn1c(N)c(C(=O)CN(C)CC(=O)Nc2ccccc2CC)c(=O)[nH]c1=O | 4 | -1.0 | 1 | . | . | 5 | -3 | -3 | .
O=C(C1CCCN1S(=O)(=O)c1cccc2cccnc12)N1CCn2c1nc1ccccc12 (stereo unspecified) | 1 | -1.4 | 3 | -10 | -20 | 4 | . | -8 | 101
CCOC(=O)c1c(C)c(C(=O)NCc2cccnc2)c(C)n1C | 5 | -2.6 | 0 | 4 | -10 | 7 | -4 | 27 | 110
O=C(O)c1cccc(N2C(=O)c3ccc4c5c(ccc(c35)C2=O)C(=O)N(c2cccc(C(=O)O)c2)C4=O)c1 | 12 | -1.4 | -8 | 6 | 25 | 4 | 1 | 9 | 91
CN(C)CCC=C1c2ccccc2C=Cc2ccccc21 | -19 | 0.6 | 1 | . | . | 0 | -9 | 8 | .
COc1ccc2[nH]c(=O)c(CN(C(=O)c3ccncc3)C(C)C)cc2c1 | 2 | 16 | 2 | -4 | -10 | 3 | -1 | 0 | 98

This is a random part of the collection (roughly 4.2% active in at least one column).
